# mIAP act: increases mouse intestinal alkaline phosphatase activity | activation factor at 10 µM | muIAP, CDP-Star luminescence, 30 min; active compounds read high; 1 = vehicle-only enzyme signal, 0 = enzyme-free wells | 330,000 compounds, 0.24% hits;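 active means activation factor of at least 2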; further: the source names both 10 and 20 µM as test concentration; values of inactives mirror those of a sister screen read the other way
#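 Assay system: mouse IAP enzyme / Compound: DMSO-dissolved test compounds / Timing: 30 min, room temperature / Measured by: luminescence from enzymatic CDP-Star hydrolysis / Control set: DMSO-only wells, enzyme-free buffer wells as negative control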
# A3G deaminase: APOBEC3G (human) deaminase inhibition; AID 493012; 330,000 compounds, 0.28% hits; recombinant A3G, ssDNA deamination FAM/TAMRA fluorescence; inhibition, % at 20 µM; Q9HC16;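 active means inhibition of at least 40% at 20 µM, with no more than 30% in the related APOBEC3A deaminase screen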;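 further: plate controls were DMSO wells with A3G for no effect and wells lacking A3G enzyme for full effect; some compounds called inactive have numbers as strong as hits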
# hIAP activ: human IAP activation; P09923; purified human IAP, CDP-Star luminescence, 30 min; active compounds read high; 1 = vehicle-only enzyme, 0 = enzyme-free background; activation factor at 10 µM; 330,000 compounds, 0.16% hits; AID 2524;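 active means activation factor of the enzyme at least 2-fold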; further: the source names both 10 and 20 µM as test concentration; values of inactives mirror those of a sister screen read the other way
# Target sequence (P09923 whole entry, looked up): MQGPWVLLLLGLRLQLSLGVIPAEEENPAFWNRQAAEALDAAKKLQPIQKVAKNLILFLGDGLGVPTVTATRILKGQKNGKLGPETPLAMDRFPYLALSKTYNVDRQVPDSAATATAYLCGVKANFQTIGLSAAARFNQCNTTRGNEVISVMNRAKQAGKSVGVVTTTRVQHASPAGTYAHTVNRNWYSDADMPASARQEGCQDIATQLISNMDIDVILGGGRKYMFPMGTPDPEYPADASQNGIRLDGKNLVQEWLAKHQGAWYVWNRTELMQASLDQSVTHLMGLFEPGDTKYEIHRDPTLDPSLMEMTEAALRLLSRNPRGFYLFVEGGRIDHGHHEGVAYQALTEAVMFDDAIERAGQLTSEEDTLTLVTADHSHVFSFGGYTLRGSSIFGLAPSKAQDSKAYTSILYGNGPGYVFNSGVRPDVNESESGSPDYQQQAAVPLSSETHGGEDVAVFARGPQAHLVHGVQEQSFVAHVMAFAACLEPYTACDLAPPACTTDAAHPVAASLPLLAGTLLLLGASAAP
# mIAP block: blocks mouse intestinal alkaline phosphatase. 330,000 compounds, 0.2% hits. purified mouse IAP, CDP-Star luminescence, 30 min. inhibition, % at 10 µM. AID 2806;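 active means inhibition of at least 40% at 10 µM in the primary screen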;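 further: plate controls were DMSO with enzyme for no effect and no enzyme wells for full effect; values of inactives mirror those of a sister screen read the other way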
# hIAP block: human IAP inhibition; purified IAP, CDP-Star luminescence, 30 min; inhibition, % at 10 µM; 330,000 compounds, 0.12% hits; AID 2544;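 active means inhibition reaching a set limit with compound at 10 µM in the primary screen, cut at about 35% in these data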;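 further: plate controls were DMSO wells with enzyme for no effect and no-enzyme buffer wells for full effect; values of inactives mirror those of a sister screen read the other way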
# A3A deaminase: inhibitors of human APOBEC3A DNA deaminase. inhibition, % at 20 µM. 330,000 compounds, 0.41% hits. recombinant A3A, FAM/TAMRA ssDNA deamination fluorescence. P31941;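 active means at least 40% inhibition at 20 µM here, with at most 30% in a related deaminase screen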;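 further: plate controls were A3A with DMSO for no effect and wells lacking A3A enzyme for full effect; some results filed as inactive read as strong as hits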
# Target sequence (P31941 whole entry, looked up): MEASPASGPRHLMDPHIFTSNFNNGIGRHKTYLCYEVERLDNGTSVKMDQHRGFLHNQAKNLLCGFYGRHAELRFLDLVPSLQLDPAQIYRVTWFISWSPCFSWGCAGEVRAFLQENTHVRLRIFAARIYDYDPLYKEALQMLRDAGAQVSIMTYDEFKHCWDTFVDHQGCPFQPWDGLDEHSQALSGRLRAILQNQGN
# ATG4B inh: ATG4B (human) cysteine protease inhibition. Q9Y4P1. AID 504462. ATG4B cleavage of LC3-PLA2, NBD-HPC fluorescence, 1 h. 340,000 compounds, 0.51% hits. inhibition, % at 8.33 µM; in the data active means inhibition above about 40%
# Target sequence (Q9Y4P1 whole entry, looked up): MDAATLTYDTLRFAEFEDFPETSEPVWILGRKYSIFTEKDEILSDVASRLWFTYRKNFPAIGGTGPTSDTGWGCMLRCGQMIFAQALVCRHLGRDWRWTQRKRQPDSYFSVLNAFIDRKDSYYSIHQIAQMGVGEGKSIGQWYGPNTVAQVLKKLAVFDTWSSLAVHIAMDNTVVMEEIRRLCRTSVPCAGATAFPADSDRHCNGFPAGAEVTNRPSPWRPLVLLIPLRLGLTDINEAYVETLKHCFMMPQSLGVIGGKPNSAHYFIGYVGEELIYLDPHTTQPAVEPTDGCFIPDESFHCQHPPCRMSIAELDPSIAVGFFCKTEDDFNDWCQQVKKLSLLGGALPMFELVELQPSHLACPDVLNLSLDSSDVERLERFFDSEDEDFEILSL
# MIN6 prolif: induces beta-cell replication in MIN6 cells; MIN6 cells proliferation, ATPlite luminescence, 48 h; cells starved in 0.2% serum; 100% = growth in 10% serum; proliferation, % at 10 µM; 330,000 compounds, 0.29% hits;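 active means compounds whose signal lies at least 3.5 SD above the mean of all wells on their plate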;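 further: 0% = DMSO-treated cells in low-serum medium and 100% = 10% serum control; some compounds called inactive have numbers as strong as hits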
# MPTP inh: permeability transition pore inhibition; isolated mouse mitochondria, Ca2+ swelling absorbance, 30 min; inhibition, % at 10 µM; 360,000 compounds, 1.4% hits; AID 602449;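 active means inhibition of 50% or more, scaled per plate between neutral and stimulator controls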;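 further: 0% = DMSO wells given calcium and 100% = 1 mM EGTA wells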
# * marks the source's active call; other numbers are inactive results; . = no result given.
SMILES	mIAP act	A3G deaminase	hIAP activ	mIAP block	hIAP block	A3A deaminase	ATG4B inh	MIN6 prolif	MPTP inh
CC1(C)CC(=O)c2sc(NS(=O)(=O)c3ccc(Cl)cc3)nc2C1	1	-5	0.95	0	5	-1	2	0	0.9
CC#CC(=O)N1CCC(CO)(CCc2ccccc2)CC1	1	-3	1.2	-4	-19	-5	10	-3	1.1
O=C(CSc1nnc(NC(=O)C2CCC2)s1)Nc1ccccc1F	0.96	-9	1.1	4	-8	-1	1	-6	-0.7
COc1ccc(NC(=O)N2CCNC(=O)C2CC(=O)Nc2ccc(F)cc2)cc1 (stereo not given)	1.1	4	0.98	-7	2	3	-3	-1	1.9
Cc1ccc(C)c(C(=O)N(Cc2nc(-c3ccc(Cl)cc3)no2)C(C)C)c1	0.98	-8	0.84	2	16	-3	-3	-6	1.0
O=[N+]([O-])c1ncccc1OCc1ccccc1Br	0.93	-2	0.91	7	9	4	5	1	-0.8
O=C(COC(=O)c1cc(=O)[nH]c2ccccc12)c1ccc(Br)cc1	0.96	-6	0.94	4	6	3	-6	-3	3.6
CSCC[C@H](NC(=O)[C@H](Cc1ccccc1)n1c(=O)[nH]c2ccccc2c1=O)C(=O)N[C@@H](Cc1ccccc1)C(=O)O	1	-4	1	-1	-3	5	-25	-4	-2.6
Cc1[nH]c(=O)[nH]c(=O)c1/C=N/NC(=O)CCCCCNC(=O)OC(C)(C)C	0.92	-8	1.7	8	-66	0	-3	0	1.5
Cc1cc(CNC(=O)C(C)Cc2ccccc2)nn1C (stereo not given)	1.2	-11	1.1	-16	-5	-9	5	5	11

# Structures listed so far containing bromine, in the order listed:
SMILES	mIAP act	A3G deaminase	hIAP activ	mIAP block	hIAP block	A3A deaminase	ATG4B inh	MIN6 prolif	MPTP inh
O=[N+]([O-])c1ncccc1OCc1ccccc1Br	0.93	-2	0.91	7	9	4	5	1	-0.8
O=C(COC(=O)c1cc(=O)[nH]c2ccccc12)c1ccc(Br)cc1	0.96	-6	0.94	4	6	3	-6	-3	3.6

# More results
SMILES	mIAP act	A3G deaminase	hIAP activ	mIAP block	hIAP block	A3A deaminase	ATG4B inh	MIN6 prolif	MPTP inh
COc1ccc(/C=C/c2nnc(NC(=O)CSc3ccc(Cl)cc3)s2)cc1	0.87	-6	1.1	13	-6	-2	1	-1	1.8
CCOc1ccccc1NC(=O)CC1Nc2ccccc2NC1=O (stereo not given)	1	-5	0.98	-5	2	-1	-2	-3	1.0
O=C1OC(Cc2ccncc2)C(O)=C1C1=NCCCN1 (stereo not given)	1	-4	1.1	0	-11	-3	-1	0	-1.7
O=c1oc2ccc([N+](=O)[O-])cc2c(N2CCOCC2)c1[N+](=O)[O-]	0.96	0	1	4	0	1	.	-1	.
COC(C(=O)Nc1cc([N+](=O)[O-])ccc1C)c1ccccc1 (stereo not given)	1	-3	0.86	-2	14	-3	5	-4	0.2
CCOC(=O)CCc1c(C)c2ccc(OCC(=O)N(CC)CC)c(C)c2oc1=O	0.94	-4	0.87	6	13	-1	-11	-1	-0.5
O=C(c1c(O)cc(O)cc1O)C1c2c(cc(O)c3c2O[C@H](c2ccc(O)cc2)[C@@H](O)C3)OC1c1ccc(O)cc1 (stereo not given in full)	0.41	-4	0.92	58*	8	-2	1	-1	-0.5
COc1ccc(OC)c(S(=O)(=O)Nc2cccc(O)c2)c1	0.95	-9	1.1	5	-6	1	4	-1	-0.7
Cc1ccc(CC2CC(=O)N(Cc3ccco3)C2=O)cc1 (stereo not given)	0.93	-3	1.3	7	-26	-3	-4	-2	29
CCOc1cc(C#N)ccc1OCC(=O)NNC(=O)CC1CCS(=O)(=O)C1 (stereo not given)	0.9	-8	0.92	10	8	-4	-8	0	-0.6

SMILES	mIAP act	A3G deaminase	hIAP activ	mIAP block	hIAP block	A3A deaminase	ATG4B inh	MIN6 prolif	MPTP inh
O=C(C[n+]1ccccc1)N/N=C/c1ccccc1F	0.98	-9	0.89	2	12	-4	-1	-1	-1.3
Cc1onc(-c2c(F)cccc2Cl)c1C(=O)NC(=S)Nc1c(C)n(C)n(-c2ccccc2)c1=O	0.95	-7	0.93	5	7	-4	1	-3	0.1
Cc1nnc(NC(=O)CSc2ncnc3c2cnn3-c2ccccc2C)s1	0.88	1	1.2	12	-18	2	2	0	1.2
Cc1cc(=O)oc2cc(OCC(=O)NC3CCN(Cc4ccccc4)CC3)c(Cl)cc12	0.96	-2	0.83	4	17	-1	-11	6	-0.7
CN1CCC(=O)N([C@H](CN=[N+]=[N-])c2ccccc2)CC1	1.1	-10	1.1	-10	-14	-5	-9	7	-0.7
COc1ccc(S(=O)(=O)c2ccccc2)cc1NS(=O)(=O)c1cccc(C(=O)O)c1	0.98	-9	1.1	2	-7	1	5	-3	-1.1
O=c1c(-c2ccc(Oc3ccccc3)cc2)[n+]([O-])c2ccccc2n1OCc1ccccn1	0.91	-9	0.86	9	14	-2	-3	1	1.4
CN(CC(=O)NC1CCCCCC1)S(=O)(=O)c1ccc(F)cc1	0.98	1	1	2	-4	0	-2	-3	-1.1
COCc1[nH][nH]c(=O)c1C=Nc1ccc(Cl)cc1	1	-5	1.1	-2	-7	-3	-1	-1	-2.0
O=C(O/N=C/c1ccc2c(c1)OCO2)c1ccc([N+](=O)[O-])cc1	0.98	1	1.1	2	-9	4	-2	-1	-4.7

SMILES	mIAP act	A3G deaminase	hIAP activ	mIAP block	hIAP block	A3A deaminase	ATG4B inh	MIN6 prolif	MPTP inh
Cc1ccc(N(C)C(=O)C2CCN(S(=O)(=O)c3ccc4c(c3)oc(=O)n4C)CC2)cc1	0.99	-6	0.97	1	3	-2	-12	-3	-2.3
CCc1[nH]nc2c1C1(CCN(C(=O)OCc3ccccc3)CC1)C(C#N)=C(N)O2	0.89	-2	0.97	11	3	4	-6	-2	-1.3
N#CC1(c2c(O)nc3n(c2=O)CCCS3)CCCCC1	0.92	-1	0.94	8	6	-4	4	-3	0.0
COc1ccc(NS(=O)(=O)NC(=O)c2c(C)n(C)c3ccccc23)cc1	1	3	0.97	0	3	-10	2	-3	-0.7
CCOC(=O)c1c(C)[nH]c(C)c1C(=O)COC(=O)[C@@H](NC(=O)c1ccccc1OCC)C(C)C	1.1	-7	0.93	-9	7	-4	24	7.4*	-2.2
COc1ccc(CN2CCSCC2)cc1O	0.95	-8	0.98	5	2	2	-7	-2	-0.8
CCOc1ncccc1C(=O)OCC(=O)NC(=O)c1ccccc1	1.1	-4	1	-10	-4	-3	3	-3	-2.0
Cc1ccc(C)c(NC(=O)c2ncn[nH]2)c1	1.1	12	0.99	-10	1	45*	-17	-3	-1.4
O=C(NC(Cc1ccccc1)C(=O)O)C1CCN(S(=O)(=O)c2cccc(C(F)(F)F)c2)CC1 (stereo not given)	0.94	-6	1.1	6	-8	1	7	0	-1.8
O=C(NCc1ccncc1)C(=O)NCC1OCCN1S(=O)(=O)c1cc(F)ccc1F (stereo not given)	1.1	-1	1.1	-8	-9	3	4	7	-0.4

SMILES	mIAP act	A3G deaminase	hIAP activ	mIAP block	hIAP block	A3A deaminase	ATG4B inh	MIN6 prolif	MPTP inh
CN(C)Cc1c(O)ccc2[nH]cnc12	1	-10	0.9	-2	10	-4	2	-2	-4.8
CCN(CC)S(=O)(=O)c1ccc2c(c1)nc(CCC(=O)OCc1c(C)noc1C)n2C	1.2	-4	1.1	-19	-10	-2	-3	0	0.5
COc1cc(/C=N/O)cc(Br)c1OCc1cccc(Cl)c1	0.92	2	0.92	8	8	-1	16	0	-1.1
O=C(N/N=C1\CC2CC=CC12)c1ccc(Br)cc1 (stereo not given)	1.1	-5	1.2	-10	-19	2	-15	0	-1.6
CCOC(=O)N/N=C/c1c[nH]c2ccccc12	0.84	-9	1.1	16	-7	-3	-4	1	0.1
CC(C)(C)NC(=O)C(c1ccccc1)N(C(=O)c1csnn1)C1CC1 (stereo not given)	0.92	-4	0.91	8	9	3	-1	-1	-0.5
CC(C)(C)C(=O)Cn1c(=O)n(CC2CCCO2)c(=O)c2ccccc21 (stereo not given)	1.1	-11	1.2	-5	-17	-2	1	-3	0.9
O=C(O)c1ccc(N=c2oc3cc(O)ccc3cc2C(=O)NCc2ccccc2)cc1	1	-10	1	-3	-2	-3	-17	-1	-1.0
CCc1nc(NC(C)(C)C)c2cnn(-c3ccccc3)c2n1	1.1	3	0.94	-13	6	1	9	-4	0.9
COc1ccc(Br)cc1CNC(=O)Nc1cccs1	1.1	-8	1.1	-11	-8	-5	27	2	29

SMILES	mIAP act	A3G deaminase	hIAP activ	mIAP block	hIAP block	A3A deaminase	ATG4B inh	MIN6 prolif	MPTP inh
Cc1ccc(NC(=O)Nc2ccc(S(N)(=O)=O)cc2)cc1	1.3	-7	1.1	-31	-8	1	-9	-1	0.9
O=C(N/N=C/c1ccc(Br)o1)c1cncc(Br)c1	0.92	-7	1.1	8	-5	-1	5	0	-0.3
O=C(COc1ccc2ccc(=O)oc2c1)c1ccccc1	0.99	-3	1.4	1	-38	0	-3	-1	3.0
COC(=O)[C@H](CCSC)NC(=O)Cn1cnc2c(NCc3ccccc3)ncnc21	1	3	.	-1	.	4	-4	.	-0.7
Cc1c(C)c2ccc(OCC(=O)NCCN3CCOCC3)c(C)c2oc1=O	1	-8	1.2	-4	-16	-7	2	2	-0.3
Cc1cccc(NC(=O)CSCC(=O)Nc2cc(Cl)ccc2N2CCN(C)CC2)c1	1.1	7	1.3	-6	-29	51*	-9	-5	-1.2
CCc1ccc(Nc2n[n+](-c3ccccc3)c(-c3ccc(N(CC)CC)cc3)s2)cc1	0.74	3	0.83	26	17	4	25	-8	96*
O=c1c2ccccc2nc(-c2cccs2)n1-c1ccc2ccccc2c1	0.99	-8	0.94	1	6	-5	6	-2	3.1
CCOc1ccc(NC(=O)C[n+]2ccc(N(C)C)cc2)cc1	0.94	-7	0.88	6	12	-3	4	0	-0.5
CC(=O)/C(C#N)=C1\NC(=O)C(Cc2ccc(C)c(C)c2)S1 (stereo not given)	0.99	-8	0.96	0	4	-7	1	-2	17

SMILES	mIAP act	A3G deaminase	hIAP activ	mIAP block	hIAP block	A3A deaminase	ATG4B inh	MIN6 prolif	MPTP inh
Oc1cccc(N2Cc3ccccc3C2)c1	1	-6	0.94	-2	6	-2	8	0	0.3
Oc1cccc(/C=C/c2ccc3cccc(O)c3n2)c1	0.99	1	1.3	1	-29	4	-9	-7	-1.8
O=C(NNS(=O)(=O)c1cc(Cl)c(Cl)cc1Cl)c1cccnc1	0.99	-4	1.2	1	-17	1	10	-4	-1.9
Cn1nc(-c2ccccc2)nc1-c1ccccc1	1.1	-6	0.97	-6	3	-2	5	-1	0.6
O=C(O)CCC(=O)Nc1ccc(-n2ccc(C(F)(F)F)n2)cc1	0.98	-7	0.78	2	22	-3	-3	-3	0.5
Cc1c(C#N)c2ccccc2n1CC(=O)NCCc1c[nH]c2ccccc12	1.3	-6	0.72	-30	28	-4	-12	0	-1.7
N#Cc1nc(COc2ccc(Br)cc2)oc1N1CCCCCC1	0.89	-6	0.95	11	5	-3	6	-5	-1.2
NC(=O)CSc1nnc(-c2ccccc2Br)n1-c1cccc(C(F)(F)F)c1	0.92	-6	1	8	0	0	-4	2	-0.9
CCOC(=O)c1ccccc1NC(=O)COC(=O)C1CC(=O)N(c2ccc3c(c2)OCCO3)C1 (stereo not given)	1.1	-1	1.1	-8	-7	2	-23	-3	-1.3
Cc1ccc(C(=O)COC(=O)C(C)N2C(=O)C3C4CCC(C4)C3C2=O)cc1C (stereo not given)	1.1	-4	1.2	-6	-23	-1	0	-1	-0.2
NC(=O)CC(NC(=O)Cc1ccc(Cl)cc1)c1ccc(N2CCC(Cc3ccccc3)CC2)c([N+](=O)[O-])c1 (stereo not given)	0.95	-10	1.1	5	-5	-3	2	-9	-0.3

# From PubChem
